OPRK1 antag MB: blocks the human kappa opioid receptor, Maybridge compounds | P41145 | OPRK1 cells, antagonist mode, fluorescence readout | inhibition, % at 9 µM | 16,000 tested, 0.4% active | AID 652031; in the data active = inhibition above about 50%
TLR4 MyD88 blk: blocks binding of human TLR4 to MyD88 | inhibition, % at 10 µM | AID 811 | Cell-based TLR4-MyD88 binding inhibition assay | O00206 | 16,000 tested, 0.06% active; in the data active = inhibition above about 45%
S1P1 ag: activates the human S1P1 receptor. activation, % at 4.5 µM. 16,000 tested, 1.5% active. P21453. S1P1 agonist cell-based reporter assay; in the data active = activation above about 80%
NOTCH ag: agonists of NOTCH signaling; NOTCH signaling luciferase reporter cells, luminescence; AID 434982; 15,000 tested, 0.4% active; activation, % at 2.5 µM; in the data active = activation above about 2.2%
rat GALR2 agon: agonists of rat galanin receptor 2 (GALR2) | activation, % at 10 µM | 16,000 tested, 0.5% active | cell-based GALR2 agonist screen | O08726; in the data active = activation above about 15%
Target sequence (O08726 whole entry, looked up): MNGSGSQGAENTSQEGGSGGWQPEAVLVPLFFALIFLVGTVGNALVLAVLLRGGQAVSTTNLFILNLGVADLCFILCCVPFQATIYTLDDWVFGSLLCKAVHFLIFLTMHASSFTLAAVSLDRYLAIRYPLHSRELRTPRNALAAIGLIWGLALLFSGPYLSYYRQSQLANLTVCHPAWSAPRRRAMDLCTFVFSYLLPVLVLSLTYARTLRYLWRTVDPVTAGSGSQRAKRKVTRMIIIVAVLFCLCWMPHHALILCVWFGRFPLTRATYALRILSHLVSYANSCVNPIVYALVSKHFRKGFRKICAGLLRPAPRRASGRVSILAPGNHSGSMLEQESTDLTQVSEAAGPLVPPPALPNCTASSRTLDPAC
PME-1 Maybridge: PME-1 (human) inhibition, Maybridge primary screen; recombinant PME-1, FP-Rh probe fluorescence polarization; AID 2291; inhibition, % at 9 µM; 16,000 tested, 0.5% active; in the data active = inhibition above about 30%
Target sequence (Q9Y570 whole entry, looked up): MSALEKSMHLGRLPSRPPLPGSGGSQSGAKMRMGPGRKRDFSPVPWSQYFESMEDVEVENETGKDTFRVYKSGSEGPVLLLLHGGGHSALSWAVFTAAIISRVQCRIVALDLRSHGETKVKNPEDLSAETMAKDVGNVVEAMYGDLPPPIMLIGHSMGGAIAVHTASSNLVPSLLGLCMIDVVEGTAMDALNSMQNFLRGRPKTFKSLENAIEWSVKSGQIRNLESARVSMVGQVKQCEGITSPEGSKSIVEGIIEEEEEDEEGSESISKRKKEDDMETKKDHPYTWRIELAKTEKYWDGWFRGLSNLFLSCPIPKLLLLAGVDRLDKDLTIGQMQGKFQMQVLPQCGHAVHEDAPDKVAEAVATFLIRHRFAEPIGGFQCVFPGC
Nox1 inhibitor: inhibitors of human NADPH oxidase 1 (Nox1) | inhibition, % at 6.7 µM | Q9Y5S8 | 16,000 tested, 0.81% active | HT29 cells, luminol chemiluminescence ROS
Luminol counter: luminol signal inhibition, Nox1 inhibitor counter-screen; HRP/luminol/H2O2 chemiluminescence counterscreen; inhibition, % at 6.7 µM; AID 1823; 16,000 tested, 0.4% active; also: reference of the scale not given here
The depositor's hits bear a star; . = no result given. Rule as the data show it, unless noted: active = inhibition above about 75%; inactive = the rest.

SMILES	OPRK1 antag MB	TLR4 MyD88 blk	S1P1 ag	NOTCH ag	rat GALR2 agon	PME-1 Maybridge	Nox1 inhibitor	Luminol counter
O=C(Oc1ccc2occ([N+](=O)[O-])c2c1)c1ccc(C(F)(F)F)cc1	9	-6	-12	-0.6	-4	0	71	4
Cc1nc(-c2ccc(NS(=O)(=O)c3ccc(OC(F)(F)F)cc3)cc2)cs1	-8	-1	7	-0.5	-6	1	-68	-1
CCOC(=O)c1c(-c2cccs2)csc1N	7	5	20	0.0	-4	1	-123	13
CCOc1nc(N)c(C#N)c(-c2ccc(C(F)(F)F)cc2)c1C#N	20	-26	-9	-0.5	-7	4	-22	-4
N#Cc1c(N)n(Cc2ccccc2)c(=O)c2cc([N+](=O)[O-])ccc12	-6	3	-22	0.0	-6	3	-35	-1
O=C(C1CCCO1)N1CCN(S(=O)(=O)c2cc(S(=O)(=O)c3ccccc3)cs2)CC1 (stereo not given)	-4	2	30	-0.5	-10	11	7	-8
O=C(O)CC(Sc1ccc(Cl)cc1)C(=O)O (stereo not given)	4	-8	-4	0.1	-5	7	14	-4
Cc1ccc(C(=O)N2CCN(c3cccc4[nH]ccc34)CC2)cc1	2	-4	3	0.0	-9	0	76*	20
Clc1ccc(Oc2ncnc3c2nnn3Cc2ccccc2)cc1	21	7	38	-0.1	-5	-2	-6	-2
COC(=O)c1sccc1-c1ccc(CN2CCN(c3ccccc3)CC2)o1	-12	-5	-3	-0.2	-8	2	-68	4
O=C1CCC(=O)N1C1CCCCC1	9	-15	1	-0.6	-4	6	-33	0
COc1cc(-c2nc(-c3ccccc3)c(-c3ccccc3)[nH]2)ccc1O	-12	-4	-21	-0.5	-5	1	101*	-15
CN1CCCCC(C2=C(Cl)C(=O)CCC2)C1=O (stereo not given)	11	2	-22	0.7	0	4	-2	-4
N#C/C(=C\c1ccc(C#N)cc1)C(=O)Nc1cc(C(F)(F)F)ccc1Cl	1	-2	3	0.6	-7	-3	-29	-3
COc1ccc(CC(=O)n2[nH]c(=O)c3ccccc3c2=O)cc1OC	25	7	9	0.6	-4	0	6	-1
N#C/C(=C\c1ccccc1[N+](=O)[O-])c1ccccc1	-4	3	15	-0.7	-9	11	-17	-6
Cc1ccc(-n2c(-c3cnccc3C(F)(F)F)noc2=O)c(C)c1	1	-5	2	0.7	-1	5	-5	-1
CCN(C(=S)Nc1ccccc1OC)c1ccccc1	26	8	-6	-0.7	-6	-3	-65	-33
COC(=O)C(Cc1csc2ccc(Cl)cc12)NC(=O)c1ccc(Cl)cc1 (stereo not given)	-7	-6	-25	-0.7	-2	-1	-26	-1
Cc1ccsc1/C=C/NC(=O)Nc1ccc(F)cc1F	31	-2	3	-0.7	-7	-10	19	-4
CS(=O)(=O)n1nccc1-c1ccc(Oc2cccc(Cl)c2C#N)cc1	-1	9	76	-0.4	-8	2	-57	-2
CCOC(=O)C1CCN(S(=O)(=O)c2cccc3cccnc23)CC1	10	16	1	-0.2	-3	5	-44	0
N/C(=N\NC(=O)c1cccnc1)c1ccccn1	3	1	-4	-0.8	-2	-2	-12	-3
O=C(NNC(=S)Nc1ccccc1C(F)(F)F)c1cccc([N+](=O)[O-])c1	-8	-4	-6	-0.6	-6	4	-4	12
CSc1c(NC(=O)/C=C\C(=O)O)cccc1C(F)(F)F	-11	-1	-9	-0.2	-6	1	-11	4

Later entries:
SMILES	OPRK1 antag MB	TLR4 MyD88 blk	S1P1 ag	NOTCH ag	rat GALR2 agon	PME-1 Maybridge	Nox1 inhibitor	Luminol counter
O=C(NNC(=S)Nc1ccccc1C(F)(F)F)C1CC1	-7	-8	-2	-0.4	-5	-1	1	14
CCCN(CCC)S(=O)(=O)c1ccc(C(=O)NC(=S)Nc2ccc(F)cc2)cc1	-13	-4	-11	-0.4	-2	-1	-102	2
CN(C)/C=N/C(=S)N1CCOCC1	-4	6	-2	2.1	-3	4	-31	15
COC(=O)c1sc2ccccc2c1Cl	2	14	107*	-0.6	-3	-4	-52	2
Cc1cc(C(F)(F)Sc2ccc(Cl)cc2)n[nH]1	15	1	13	-6.2	-5	7	19	-6
CC1=C(O)c2ccccc2C(=O)C1=O	-2	-6	1	1.3	-5	0	-58	10
Cc1onc(-c2ccccc2)c1CNC(=O)c1cnn(-c2ccccc2)c1C	-6	-3	8	-1.0	-3	2	-62	0
CCOC(=O)COc1nc(-c2ccccc2)cc(-c2ccccc2)c1C#N	-33	-1	-32	-0.3	-8	-3	-5	-4
CCCc1nc2ccccc2nc1C	3	7	-14	-0.4	-10	-91	-17	3
COc1ccc(OC)c(S(=O)(=O)NC2CCS(=O)(=O)C2)c1 (stereo not given)	8	-2	-9	-0.3	-5	2	12	-5
CCOC(=O)C1CCN(S(=O)(=O)c2cn(C)c(C)n2)CC1	4	0	-13	-0.1	-6	3	-78	0
CC(C)c1ccc(NC(=O)CSc2nccc(-c3ccco3)n2)cc1	6	-1	-9	.	-8	0	2	-3
Cc1cnc(NC(=O)c2cc(Cl)sc2Cl)c(C)n1	8	-1	18	0.3	-8	3	29	-6
O=C(NNS(=O)(=O)c1ccc(C(F)(F)F)cc1)c1cnn(-c2ccccc2)c1C(F)(F)F	21	-178	-8	-0.2	-6	2	-15	0
COC(=O)c1csc(S(=O)(=O)NCc2ccc(S(N)(=O)=O)cc2)c1OC	-4	1	-9	.	-8	4	-18	-2
COc1ccc(CN2C(=O)C(C)SC2c2cccnc2)cc1 (stereo not given)	-8	9	28	-0.6	-6	1	-28	4
O=c1[nH]cc(Cl)cc1Cl	-5	3	-1	-0.5	-9	-3	-53	1
S=c1n(CN2CCCCC2)nc(Nc2ccccc2)n1-c1ccccc1	2	2	-3	0.0	-5	-3	34	13
CC(=NC(=S)c1ccc(Cl)cc1)N(C)C	20	-3	-17	-0.1	-5	1	-19	0
O=C(NC(=O)c1c(F)cccc1Cl)Nc1ccccc1C(=O)NCC1CC1	-4	5	9	-0.7	-5	-2	-61	3
CCOC(=O)N1c2ccc(C(C)C)cc2C=CC1C#N (stereo not given)	1	-3	-5	-0.5	0	3	-32	-1
COC(=O)c1ccc([N+](=O)[O-])o1	12	-2	9	0.7	1	5	8	-4
N#Cc1c(OCC(F)(F)F)cccc1OCC(F)(F)F	16	-4	-23	0.1	-6	5	-22	-4
c1ccc(-c2cc3ncnc(N4CCSCC4)c3s2)cc1	14	-6	-31	-0.6	-8	-3	-26	2
N#Cc1sccc1CS(=O)(=O)c1ccc(Cl)cc1	-11	11	3	-0.4	-6	2	-27	0

Going on with the list.
SMILES	OPRK1 antag MB	TLR4 MyD88 blk	S1P1 ag	NOTCH ag	rat GALR2 agon	PME-1 Maybridge	Nox1 inhibitor	Luminol counter
c1ccc(-c2cc3nccc(-c4cccs4)n3n2)cc1	10	1	17	-0.5	-5	-20	7	-3
Nc1nc2ccccc2c(=O)[nH]1	11	0	-8	0.2	4	1	1	0
CCOC(=O)CSCc1noc(COc2ccc(Cl)cc2Cl)n1	7	-1	-3	-0.4	-7	1	-82	2
CCCCNC(=O)Oc1ccc(C2=NCCS2)cc1	37	-14	-1	0.4	-7	5	10	-45
CC(=O)OC12CC3CC(C1)C(O)C(C3)C2 (stereo not given)	-30	1	-4	-0.3	-3	-8	-54	1
CCCOC(=O)NC(Nc1nccs1)(C(=O)OCC)C(F)(F)F (stereo not given)	4	-1	-3	0.0	-4	5	13	-5
N#CC1=C(Nc2ccccc2Cl)SC(c2c(Cl)cccc2Cl)NC1=O (stereo not given)	4	.	24	-0.6	-4	0	-17	3
COC(=O)c1cscc1NC(=O)c1nccnc1C(=O)O	22	-5	-15	-0.8	-4	2	-59	0
COc1ccc(NC(=S)NCc2cccnc2)cc1	-7	-3	-9	.	-6	2	0	0
Cc1cc(S(=O)(=O)NNc2ncnc3cc(C(C)(C)C)sc23)c(C)cc1Cl	-11	2	-14	-0.1	2	-25	94*	-1
N#C/C(=C\c1ccc(Cl)cc1Cl)C(=O)c1ccsc1	6	3	-1	-0.9	8	2	-47	3
CSc1sc(-c2nc(C(C)(C)C)cs2)c2c1C(=O)CCC2	-9	-4	-16	0.4	-3	1	-18	-3
CCCCc1ccc(NC(=O)NC2CCN(c3nccc(C(F)(F)F)n3)CC2)c(C)c1	7	.	-3	-0.2	-6	-3	-25	0
CC1=NN(c2ccccc2)C(=O)C1N=Nc1ccc([N+](=O)[O-])cc1 (stereo not given)	16	7	10	-5.5	2	8	1	7
Cn1c(=O)c2c(nc(N=Nc3c(O)[nH]c4cc(Br)ccc34)n2C)n(C)c1=O	-37	9	15	-0.8	-6	3	21	-6
O=C1CSC(c2ccc3c(c2)OCO3)N1c1ccc(F)cc1 (stereo not given)	-7	-8	7	0.4	-8	8	14	-6
O=C(NCCN1CCNC1=O)Nc1ccc(OC(F)(F)F)cc1	9	-17	-10	-0.2	-5	-3	-7	1
Oc1ccc(CCc2n[nH]c(=S)n2-c2ccc(F)cc2)cc1	10	1	-7	0.8	-6	0	-8	-51
O=C(Cn1ccc(C(F)(F)F)n1)c1ccc(Cl)cc1	0	-2	-3	-0.9	-7	-3	-3	0
COc1ccccc1NC(=O)NCc1nc(-c2ccc(C(F)(F)F)cc2)no1	-11	4	18	-1.0	-3	1	29	-8
N#CCC(=O)Nc1ccccc1Oc1cc(Cl)ccc1Cl	-13	-2	-10	0.1	-5	-2	-32	2
COc1ccccc1N1CCN(C(=O)C(C)N2CCCc3cc(C)ccc32)CC1 (stereo not given)	38	-21	-18	-0.7	7	71*	11	-11
N#CC(C#N)=Cc1ccc(-c2ccccc2C(F)(F)F)o1	-10	7	-17	-0.3	-10	-26	-62	5
O=C(O)C1CC(=O)N(Cc2ccc(C(F)(F)F)cc2)C1 (stereo not given)	-13	-4	-2	-1.0	-5	8	-8	-5
N#Cc1ccc(C(=O)CSc2n[nH]c(=O)n2-c2cccnc2)cc1	13	-1	-4	-0.4	-1	9	28	19

Sorted by value in S1P1 ag (ascending): 3 of the compounds above
mol | OPRK1 antag MB | TLR4 MyD88 blk | S1P1 ag | NOTCH ag | rat GALR2 agon | PME-1 Maybridge | Nox1 inhibitor
COc1ccc(NC(=S)NCc2cccnc2)cc1 | -7 | -3 | -9 | . | -6 | 2 | 0
O=C(Cn1ccc(C(F)(F)F)n1)c1ccc(Cl)cc1 | 0 | -2 | -3 | -0.9 | -7 | -3 | -3
N#C/C(=C\c1ccc(Cl)cc1Cl)C(=O)c1ccsc1 | 6 | 3 | -1 | -0.9 | 8 | 2 | -47

(continued)
SMILES	OPRK1 antag MB	TLR4 MyD88 blk	S1P1 ag	NOTCH ag	rat GALR2 agon	PME-1 Maybridge	Nox1 inhibitor	Luminol counter
NC(=S)NN=C1Cc2ccccc2C1	-1	10	1	0.0	-7	6	-34	0
O=C(CSc1nnc(SCC(=O)NC2Cc3ccccc3C2)s1)NC1Cc2ccccc2C1	-4	2	-11	-0.5	-9	0	-20	2
Cn1ncc2ccccc2c1=O	15	-44	-27	-0.3	1	-2	-41	1
O=C(NCc1cccs1)NC(=O)c1c(Cl)cccc1Cl	0	1	-25	0.4	-3	2	-64	0
CC1(C)C=C(C(N)=O)C(C)(C)N1	-4	-3	10	-0.6	-10	-2	-22	2
O=S(=O)(c1ccccc1Oc1ccc(Cl)cc1Cl)N1CCOCC1	-37	-5	6	-0.2	-5	4	-35	-2
CC1CCCC1/C(=N/O)c1ccccc1 (stereo not given)	5	3	-14	.	-6	3	-12	-9
CCOC(=O)Cc1csc(NC(=O)c2ccc(Cl)cc2)n1	-16	-2	23	-0.8	-7	2	-37	0
COc1cc(I)c(OC)cc1I	4	-3	-14	0.0	-4	0	-21	-6

Looked up one by one from the list above, 2 records:
SMILES	OPRK1 antag MB	TLR4 MyD88 blk	S1P1 ag	NOTCH ag	rat GALR2 agon	PME-1 Maybridge	Nox1 inhibitor	Luminol counter
CC1CCCC1/C(=N/O)c1ccccc1 (stereo not given)	5	3	-14	.	-6	3	-12	-9
CCOC(=O)Cc1csc(NC(=O)c2ccc(Cl)cc2)n1	-16	-2	23	-0.8	-7	2	-37	0

In the list so far, ten have an aryl methoxy group:
SMILES	OPRK1 antag MB	TLR4 MyD88 blk	S1P1 ag	NOTCH ag	rat GALR2 agon	PME-1 Maybridge	Nox1 inhibitor	Luminol counter
COc1cc(-c2nc(-c3ccccc3)c(-c3ccccc3)[nH]2)ccc1O	-12	-4	-21	-0.5	-5	1	101*	-15
COc1ccc(CC(=O)n2[nH]c(=O)c3ccccc3c2=O)cc1OC	25	7	9	0.6	-4	0	6	-1
CCN(C(=S)Nc1ccccc1OC)c1ccccc1	26	8	-6	-0.7	-6	-3	-65	-33
COc1ccc(OC)c(S(=O)(=O)NC2CCS(=O)(=O)C2)c1 (stereo not given)	8	-2	-9	-0.3	-5	2	12	-5
COC(=O)c1csc(S(=O)(=O)NCc2ccc(S(N)(=O)=O)cc2)c1OC	-4	1	-9	.	-8	4	-18	-2
COc1ccc(CN2C(=O)C(C)SC2c2cccnc2)cc1 (stereo not given)	-8	9	28	-0.6	-6	1	-28	4
COc1ccc(NC(=S)NCc2cccnc2)cc1	-7	-3	-9	.	-6	2	0	0
COc1ccccc1NC(=O)NCc1nc(-c2ccc(C(F)(F)F)cc2)no1	-11	4	18	-1.0	-3	1	29	-8
COc1ccccc1N1CCN(C(=O)C(C)N2CCCc3cc(C)ccc32)CC1 (stereo not given)	38	-21	-18	-0.7	7	71*	11	-11
COc1cc(I)c(OC)cc1I	4	-3	-14	0.0	-4	0	-21	-6
